From PubChem BioAssay
RAM network inh – inhibitors of the yeast RAM network, primary screen, dse1pr::URA3 reporter, 5-FOA selection; S. cerevisiae dse1pr::URA3 reporter, 5-FOA growth OD615, 2 d; analog-sensitive cbk1-as2 kinase mutant strain; inhibition, % at 50 µM; 190,000 compounds, 1.8% hits;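 active = inhibition above a set limit, 3 SD over mean compound inhibition, cut at about 8.4% in these data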;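 note: 0% = DMSO-only wells with no growth and 100% = 10 µM 1-NA-PP1 full growth; inhibition rescues growth on 5-FOA so higher OD means more RAM inhibition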
FLuc inh counter – firefly luciferase enzyme inhibitors, primary screen, artefact control for luciferase-based inhibitor screens, biochemical, luminescence, ATPLite. Luciferin 4-monooxygenase (Photinus pyralis), P08659. 10 min. inhibition, % at 10 µM. 200,000 compounds, 1.5% hits. AID 1006, 2008;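 active = inhibition above about 50% when tested at 10 µM, limit read from the data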
Target sequence (P08659 whole entry, looked up): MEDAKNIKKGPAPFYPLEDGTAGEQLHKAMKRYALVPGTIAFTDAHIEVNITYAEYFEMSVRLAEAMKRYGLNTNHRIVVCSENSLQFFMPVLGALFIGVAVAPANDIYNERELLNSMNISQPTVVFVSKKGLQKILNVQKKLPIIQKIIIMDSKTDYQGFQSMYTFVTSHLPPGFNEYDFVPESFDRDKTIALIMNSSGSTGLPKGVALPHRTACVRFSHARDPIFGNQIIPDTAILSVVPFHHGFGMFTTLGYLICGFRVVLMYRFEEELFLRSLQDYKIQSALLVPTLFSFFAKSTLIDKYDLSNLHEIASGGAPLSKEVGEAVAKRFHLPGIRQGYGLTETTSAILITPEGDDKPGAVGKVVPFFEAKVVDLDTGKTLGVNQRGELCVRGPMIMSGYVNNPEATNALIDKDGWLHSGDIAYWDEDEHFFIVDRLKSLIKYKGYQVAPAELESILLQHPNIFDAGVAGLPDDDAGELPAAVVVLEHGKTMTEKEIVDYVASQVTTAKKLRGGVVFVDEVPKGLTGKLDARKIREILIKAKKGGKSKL
APP 5'UTR act – activators of APP 5'UTR luciferase reporter, primary screen, SH-SY5Y cells; activation, % at 2 µM; SH-SY5Y APP 5'UTR luciferase reporter, luminescence; zero percent = DMSO vehicle wells; 190,000 compounds, 1% hits;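 active = activation above a set limit, based on mean plus 3 SD of controls, cut at about 140% in these data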; note: values of inactives mirror those of a sister screen read the other way
STAT3 blocker – IL-6 driven STAT3 reporter inhibitors, primary screen, U3A cells, luciferase, luminescence, MLSCN library; IL-6 STAT3-luciferase reporter; host cell line lacks STAT1; 190,000 compounds, 0.89% hits; AID 862, 2007; inhibition, % at 5.5 µM;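 active = inhibition above the mean inhibition across all screened compounds plus 3 SD, cut at about 44% in these data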;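 note: 0% = DMSO only wells and 100% = 100 µM nifuroxazide control wells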
APP 5UTR inh – inhibitors of APP translation via 5'UTR reporter, primary screen, APP 5'UTR luciferase, SH-SY5Y cells; SH-SY5Y APP 5'UTR-luciferase reporter, luminescence; inhibition, % at 2 µM; 190,000 compounds, 0.82% hits;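 active = inhibition above a set limit, derived from the sample mean plus 3 SD, cut at about 45% in these data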; note: values of inactives mirror those of a sister screen read the other way
NF-kB neuron act – activators of NF-kB expression in neurons, primary screen, cell-based, HTS | 190,000 compounds, 1.6% hits | fold change at 12.5 µM | human neuronal cells, NF-kB reporter expression; active compounds read high | AID 1239, 2008; in the data active = fold change above about 3.3
STAT1 inh – STAT1 signaling inhibitors, primary screen, cell-based, HTS, luciferase reporter | AID 920, 2007 | inhibition, % at 5.5 µM | NIH 3T3 STAT1-luciferase reporter, IFN-gamma, luminescence | 200,000 compounds, 0.35% hits;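 active = inhibition above a set limit, the mean inhibition across all tested compounds plus 3 SD, cut at about 34% in these data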;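 note: 0% = IFN-gamma with DMSO and 100% = IFN-gamma with 300 µM nifuroxazide; values of inactives mirror those of a sister screen read the other way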
STAT3 activator – IL-6 driven STAT3 reporter potentiators, primary screen, U3A cells, luciferase, luminescence, MLSCN library | activation (% of control), % at 5.6 µM | 190,000 compounds, 0.91% hits | IL-6 STAT3-luciferase reporter; 100% = signal with IL-6 EC80 alone | AID 871, 2007;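 active = activation above the screen-wide mean of compound activation plus 3 SD, cut at about 130% in these data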;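 note: 0% = background luminescence of wells with medium and substrate only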
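Material: human STAT1-deficient U3A cells with stable STAT3-luciferase reporter / Probe or stimulus: IL-6 stimulus at 33 ng/mL final / Schedule: 1 h compound pre-exposure, 6 h IL-6 stimulation, 37 °C / Technique: luminescence / Read-out basis: percent of IL-6-only median luminescence / Control set: IL-6-only high control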
Hsp70 activator – Hsp70 transcriptional activators, primary screen, cell-based, HeLa, Hsp70 promoter luciferase, luminescence, 10 µM; HeLa Hsp70 promoter luciferase reporter; scaled: vehicle 0, proteasome-inhibitor control 100%; activation, % at 10 µM; 200,000 compounds, 0.04% hits;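 active = activation above the mean across all tested compounds plus 3 SD, cutoff set per campaign, cut at about 5.5% in these data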;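 note: 100% = MG132 at 30 µM as the positive control and 0% = DMSO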
STAT1 activator – STAT1 signaling activators, primary screen, cell-based, HTS, luciferase reporter. activation (% of control), % at 5.5 µM. 200,000 compounds, 2.6% hits. AID 932, 2007. NIH 3T3 STAT1-luciferase reporter, IFN-gamma, luminescence; 100% = IFN-gamma alone, no compound;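 active = activation above the screen-wide mean activation plus 3 SD, cut at about 130% in these data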;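 note: raw ratio to IFN-gamma control signal so 100% means no change and 0% no light; values of inactives mirror those of a sister screen read the other way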
* = called active by the depositor; / = not tested or not shown.

Sample of the layout:
SMILES | RAM network inh | FLuc inh counter | APP 5'UTR act | STAT3 blocker | APP 5UTR inh | NF-kB neuron act | STAT1 inh | STAT3 activator | Hsp70 activator | STAT1 activator
CC(=O)NC1(c2ccc(F)cc2)CCN(C(=O)Nc2ccc(F)cc2F)CC1 | 0.9 | -9 | 19 | 4 | -19 | 0.94 | -8 | 99 | 0.2 | 107
C=CCn1c(SC/C=C/c2ccccc2)nnc1-c1sc(N)nc1C | 0.0 | 0 | -12 | 5 | 12 | 0.86 | 3 | 97 | -0.3 | 97
CC(=O)/C(N=Nc1ccc2c(c1)OCCO2)=C(\C)O | 0.1 | 30 | 16 | 68* | -16 | 2 | 19 | 44 | -0.5 | 82

The listing, from the first entry:
SMILES | RAM network inh | FLuc inh counter | APP 5'UTR act | STAT3 blocker | APP 5UTR inh | NF-kB neuron act | STAT1 inh | STAT3 activator | Hsp70 activator | STAT1 activator
CC(=O)NC1(c2ccc(F)cc2)CCN(C(=O)Nc2ccc(F)cc2F)CC1 | 0.9 | -9 | 19 | 4 | -19 | 0.94 | -8 | 99 | 0.2 | 107
C=CCn1c(SC/C=C/c2ccccc2)nnc1-c1sc(N)nc1C | 0.0 | 0 | -12 | 5 | 12 | 0.86 | 3 | 97 | -0.3 | 97
CC(=O)/C(N=Nc1ccc2c(c1)OCCO2)=C(\C)O | 0.1 | 30 | 16 | 68* | -16 | 2 | 19 | 44 | -0.5 | 82
Cc1ccccc1S(=O)(=O)Cc1ccc(C(=O)O)o1 | -0.9 | -7 | -6 | 1 | 6 | 1.4 | -11 | 105 | -0.4 | 110
O=C(COC(=O)Cc1ccc(Cl)cc1)Nc1cc(S(=O)(=O)N2CCOCC2)ccc1N1CCCC1 | 3.5 | -2 | 24 | 4 | -24 | 1.3 | 4 | 97 | -0.2 | 97
O=C1S/C(=C\C=C\c2ccco2)C(=O)N1c1ccc(O)cc1 | 1.5 | 3 | 51 | -8 | -51 | 2.2 | -22 | 106 | 0.0 | 120
CC(=O)Nc1ccc(OCC(=O)NCc2ccccc2)cc1 | 0.2 | -2 | -3 | -3 | 3 | 1.1 | -7 | 105 | -0.1 | 105
COc1ccc(N2CCN(C(=O)C(OC(C)=O)c3ccccc3)CC2)cc1 (stereo not drawn) | 1.6 | -4 | -8 | 1 | 8 | 1.2 | -4 | 102 | -0.2 | 104
O=C1NC(=O)/C(=C\c2ccc(Sc3ccc(Cl)cc3)o2)N1 | 3.9 | -7 | 7 | 3 | -7 | 1.4 | 2 | 103 | -0.3 | 98
CCOc1cc(-c2noc(N)c2C(=O)OC)cc(OCC)c1OCC | -0.5 | -4 | -11 | 38 | 11 | 1.3 | 22 | 70 | 0.0 | 80
CC1=C(C(=O)OCc2ccccc2)C(/C=C/c2ccccc2)NC(=S)N1 (stereo not drawn) | 4.0 | 1 | 3 | -14 | -3 | 0.64 | -19 | 107 | -0.3 | 118
O=C(Cc1cccs1)NNC(=S)NC(=O)c1ccccc1 | 0.0 | 0 | -10 | 4 | 10 | 0.95 | 6 | 95 | -0.3 | 94
COc1cc(CNCCN2CCOCC2)ccc1OCc1cccc(Cl)c1 | -0.1 | -8 | / | -8 | / | 0.89 | 2 | 105 | 0.1 | 99
CC1CCc2cc(F)ccc2N1C(=O)CSc1nnc2c3cc(F)ccc3n(C)c2n1 (stereo not drawn) | 3.8 | -6 | -10 | -11 | 10 | 0.96 | -10 | 109 | -0.1 | 109
CCOc1ccc(NC(=O)CNc2ccc(C)cc2Cl)cc1 | 3.5 | 2 | 0 | 12 | 0 | 1.2 | -4 | 88 | -0.4 | 104
C=CCNC(=O)COC(=O)c1cccnc1Nc1ccccc1F | 1.1 | 1 | 9 | 6 | -9 | 0.46 | -6 | 97 | 0.0 | 106
CN1CCN(C(=O)C2=C[C@H](c3csc4ccccc34)C[C@H](OCCCCO)O2)CC1 | -0.9 | 1 | -5 | / | 5 | 1.3 | 9 | / | -0.1 | 93
Nc1cc(N)nc(SCC(=O)c2ccccc2)n1 | 3.4 | -4 | 12 | -4 | -12 | 1.5 | 3 | 104 | 0.0 | 98
CCN(Cc1ccccc1)C(=O)COC(=O)Cn1cnc2ccccc21 | 2.0 | -4 | 4 | 12 | -4 | 0.9 | 3 | 97 | 0.0 | 96
CCSc1cc(N2CCCC2)nc(-c2ccccc2Cl)n1 | 0.0 | -4 | 1 | 15 | -1 | 0.98 | 4 | 89 | 0.4 | 97
CCn1nc(C(=O)NCCc2ccc(S(N)(=O)=O)cc2)c2ccccc2c1=O | 4.0 | -7 | 13 | 8 | -13 | 0.97 | 1 | 98 | 0.0 | 98
COC(=O)CC(NC(=O)C1CC1)c1ccc2c(c1)OCO2 (stereo not drawn) | 1.5 | -2 | 9 | -4 | -9 | 1.4 | -2 | 105 | -0.3 | 101
CN(C)/C=N/c1cc(=O)n(Cc2ccccc2)c(=O)n1C | 0.4 | -4 | 4 | -1 | -4 | 1.3 | -1 | 98 | -0.3 | 101
C/C(=N/NC(=O)Nc1ccccc1)c1ccc(C)cc1 | 1.1 | -4 | 7 | -10 | -7 | 1.1 | -12 | 106 | -0.2 | 111
CC(C)CNC(=O)c1ccccc1NC(=O)CCSc1ccccc1 | 4.5 | -5 | 7 | -8 | -7 | 0.95 | 1 | 105 | -0.1 | 99
N=C(N)SCc1cn(-c2ccccc2)nc1-c1ccc(Br)cc1 | -0.6 | -9 | 11 | 2 | -11 | 1.8 | -14 | 98 | -0.4 | 113
CC(O)c1nc2ccccc2n1CCOc1ccccc1 (stereo not drawn) | -0.1 | 4 | -2 | 8 | 2 | / | -2 | 97 | -0.2 | 101
Cc1cc(C)cc(Oc2nn[nH]n2)c1 | 1.1 | -6 | 7 | 3 | -7 | 0.94 | 1 | 100 | -0.3 | 99
Cc1ccc(SC(C)C(=O)Nc2ccncc2)cc1 (stereo not drawn) | 0.1 | -3 | -1 | 22 | 1 | 0.89 | 10 | 80 | -0.1 | 90
COc1ccc(S(=O)(=O)CC(=O)Nc2ccccc2Cl)cc1 | 0.9 | 1 | 3 | 14 | -3 | 1.1 | 3 | 94 | -0.1 | 97
CSc1nc(N)c2c(C)c(C)sc2n1 | 2.7 | -2 | 11 | 21 | -11 | 1.8 | 9 | 88 | 0.0 | 92
CCOC(=O)c1cnc(SCc2nc(N)nc(Nc3ccc(OC)cc3)n2)nc1N | 2.2 | 11 | 0 | 1 | 0 | 1.3 | 0 | 96 | -0.3 | 100
COc1ccc(CC(=O)OCC(=O)c2ccc(OC)cc2)cc1 | 0.7 | -3 | -12 | 7 | 12 | 1.2 | 3 | 95 | -0.2 | 97
COc1cccc(NC(=O)Cn2c(CCC(=O)O)ccc2-c2ccc(Cl)cc2)c1 | 1.7 | -6 | 25 | 2 | -25 | 0.99 | -13 | 104 | -0.1 | 110
Fc1ccc2[nH]c3c(N4CCSCC4)ncnc3c2c1 | 1.2 | -4 | 2 | 23 | -2 | 0.33 | 26 | 86 | -0.5 | 77
O=C(CCNc1ccc(Cc2ccncc2)cc1)c1ccc([N+](=O)[O-])cc1 | -1.7 | -6 | 12 | 6 | -12 | 0.97 | -1 | 97 | -0.3 | 100
CCc1c(C)nc2ncnn2c1N1CCCC(C(=O)NCc2cccs2)C1 (stereo not drawn) | 0.6 | -5 | -1 | 1 | 1 | 1.1 | 12 | 101 | -0.4 | 88
O=S(=O)(NCC1CCCO1)c1ccc(S(=O)(=O)N(Cc2ccc(F)cc2)Cc2ccccn2)cc1 (stereo not drawn) | 5.2 | -8 | 32 | -2 | -32 | 0.89 | -2 | 101 | -0.1 | 102
Cc1cc(OCc2nn[nH]n2)c2c(-c3ccccc3)cc(=O)oc2c1 | 3.0 | -1 | 1 | 12 | -2 | 1.1 | -5 | 99 | -0.2 | 105
CCOCCCN(C(=O)Cn1nnc2ccccc21)C(C(=O)NCc1ccco1)c1ccncc1 (stereo not drawn) | 0.0 | -5 | -1 | 5 | 1 | 0.75 | 12 | 97 | -0.2 | 89
CCCCCn1c(NC(=O)c2ccco2)c(S(=O)(=O)c2ccc(C)cc2)c2nc3ccccc3nc21 | 7.8 | -7 | 3 | 9 | -3 | 0.67 | 3 | 96 | -0.2 | 98
COCCn1c(NC(=S)NC(=O)C2CC2)cc(=O)[nH]c1=O | 0.1 | -7 | -5 | -2 | 5 | 1.4 | -8 | 108 | 0.3 | 106
Clc1ccc(-c2nc3cnccn3c2NC2CCCC2)cc1 | 2.0 | -7 | 5 | -1 | -5 | 0.66 | -4 | 99 | -0.2 | 103
CCOc1ccc(Nc2nc(CC(=O)OC)cc(=O)[nH]2)cc1 | 0.1 | -1 | 0 | 11 | 0 | 1 | 8 | 94 | -0.1 | 93
CC(=O)Nc1ccc(S(=O)(=O)NCC(=O)OCC(=O)c2cc(C)n(-c3ccc4c(c3)OCO4)c2C)cc1 | 4.5 | -2 | -5 | -11 | 5 | 0.94 | 3 | 107 | -0.6 | 98
COc1ccc2nc(SCC(=O)Nc3ccc4c(c3)CCC4)[nH]c2c1 | 2.0 | -5 | / | 8 | / | 1.2 | -5 | 94 | -0.5 | 104
C=CCNc1nc2c3ccccc3n(C(C)=O)c2s1 | 0.0 | 4 | 32 | 19 | -32 | 1.1 | -17 | 87 | -0.1 | 116
c1ccc(-c2ccc(OCCOCCn3cncn3)cc2)cc1 | -0.9 | 10 | 33 | 18 | -33 | 1.9 | -18 | 87 | 0.4 | 116
COc1ccc(-n2c(SC3CCOC3=O)nc3ccccc3c2=O)cc1Cl (stereo not drawn) | -0.4 | -9 | -13 | 16 | 13 | 0.96 | 10 | 93 | -0.2 | 91
O=C(CN(Cc1ccco1)S(=O)(=O)c1cccs1)Nc1ccccc1C(F)(F)F | 2.9 | -5 | 2 | -1 | -2 | 0.94 | 1 | 107 | -0.3 | 99
CCC(C)NC(C(=O)Nc1ccc(Cl)c([N+](=O)[O-])c1)c1ccccc1 (stereo not drawn) | 0.8 | -6 | -13 | 3 | 13 | 0.92 | 4 | 99 | -0.4 | 96
CN1C=CC=C/C1=C1\SC(=S)N(N)C1=O | -0.5 | -4 | 25 | 1 | -25 | 1 | -8 | 101 | 0.0 | 106
C=CCn1c(SCCC(=O)O)nnc1-c1cccs1 | 3.1 | -4 | 7 | 0 | -8 | 0.97 | 10 | 103 | -0.1 | 91
CC(NC(=O)c1ccccc1Br)c1nnc(SCc2ccc([N+](=O)[O-])cc2)n1C (stereo not drawn) | 3.2 | -2 | 3 | 8 | -3 | 1.2 | 4 | 98 | -0.2 | 97
Cc1ccc(NC(=O)N2CCC(c3ccccc3)C2)cc1C (stereo not drawn) | -0.6 | 49 | 143* | 14 | -143 | 5.7* | -54 | 93 | 0.2 | 150*
